From PubChem
M4 antag – CHRM4 antagonism in calcium assay; P08173; CHO-hM4 cells, ACh EC80, Fluo-8 calcium fluorescence; inhibition, % at 3 µM; actives 0.73% (n = 360,000); AID 624125;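 active = inhibition above its plate's cutoff, the mean inhibition of sample wells plus 3 SD, cut at about 27% in these data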;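 also: 0% = acetylcholine EC80 with DMSO and 100% = DMSO without agonist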
CHO-K1 Ca ag – counter-screen for M1 agonists: effect in parental CHO-K1 cells; Fluo-8 calcium fluorescence; scaled to maximal ATP response, vehicle zero; activation, % at 3 µM; actives 0.48% (n = 360,000); in the data active = activation above about 15%;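 also: untransfected CHO-K1 host cells lacking M1 receptor as counterscreen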
CHO parental Ca – counter-screen for OX1R antagonists: effect in parental CHO cells; parental CHO-K1, ATP-induced calcium, Fluo-8 fluorescence; inhibition, % at 5.6 µM; actives 0.63% (n = 330,000);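 active = inhibition above that plate's mean sample inhibition plus 3 SD, cut at about 26% in these data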;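 also: 0% = ATP-challenged DMSO wells and 100% = DMSO wells without ATP; some compounds past the cut are filed as inactive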
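test system = CHO parental line | reagent = ATP stimulus | measured by = intracellular calcium via Fluo-8 no-wash fluorescent dye | control set = ATP and no-ATP DMSO wells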
CHRM4 agonist – CHRM4 agonism in calcium assay | AID 624127 | actives 0.14% (n = 360,000) | CHO-K1 hM4/Gqi5, Fluo-8 calcium fluorescence; vehicle 0%, full acetylcholine response 100% | activation, % at 3 µM | P08173;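 active = activation above the run mean over all test wells plus 3 SD, cut at about 32% in these data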;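 also: peak over basal fluorescence ratio per well then scaled between controls; 0% = DMSO wells and 100% = acetylcholine at EC100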
CHO-K1 Ca antag – counter-screen for M1 antagonists: effect in parental CHO-K1 cells. AID 602250. ATP-induced calcium, Fluo-8 fluorescence. inhibition, % at 3 µM. actives 0.6% (n = 360,000);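 active = inhibition above a per-plate cutoff, the plate's mean sample inhibition plus 3 SD, cut at about 24% in these data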;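 also: 0% = DMSO plus EC80 ATP and 100% = DMSO alone without ATP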
CHRM1 agonist – activates human CHRM1 receptor | AID 588814 | CHO-K1 hM1, Fluo-8 calcium fluorescence, agonist mode; 0% DMSO, 100% acetylcholine EC100 | P11229 | activation, % at 3 µM | actives 0.33% (n = 360,000);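 active = activation above the run's mean compound activation plus 3 SD, cut at about 16% in these data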;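 also: peak over basal fluorescence ratio within a 140 s kinetic read after compound addition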
Target sequence (P11229 whole entry, looked up): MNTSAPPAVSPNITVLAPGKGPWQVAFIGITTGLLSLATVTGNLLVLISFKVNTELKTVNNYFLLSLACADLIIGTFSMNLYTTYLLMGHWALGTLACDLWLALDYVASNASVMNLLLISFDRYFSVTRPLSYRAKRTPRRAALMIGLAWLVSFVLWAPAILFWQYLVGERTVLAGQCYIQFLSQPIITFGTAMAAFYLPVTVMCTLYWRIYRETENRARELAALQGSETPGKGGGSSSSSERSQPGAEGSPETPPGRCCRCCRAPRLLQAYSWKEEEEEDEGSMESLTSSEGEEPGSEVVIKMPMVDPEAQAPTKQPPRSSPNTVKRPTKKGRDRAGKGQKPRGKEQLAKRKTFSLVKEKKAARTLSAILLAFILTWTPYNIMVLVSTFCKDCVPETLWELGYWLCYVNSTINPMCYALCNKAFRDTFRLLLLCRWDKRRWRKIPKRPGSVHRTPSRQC
OXTR potentiate – human OXTR potentiation; actives 0.061% (n = 320,000); P30559; activation, % at 3 µM; CHO-OTR cells, Fluo-8 calcium fluorescence, potentiator mode; 0% = oxytocin EC15, 100% = EC100; AID 2445;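 active = activation above that plate's cutoff, the mean activation of tested compounds plus 3 SD, cut at about 6.6% in these data, passing the limit was not always enough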;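 also: 100% uses oxytocin at 75 nM as the full agonist control; some results filed as inactive read as strong as hits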
Target sequence (P30559 whole entry, looked up): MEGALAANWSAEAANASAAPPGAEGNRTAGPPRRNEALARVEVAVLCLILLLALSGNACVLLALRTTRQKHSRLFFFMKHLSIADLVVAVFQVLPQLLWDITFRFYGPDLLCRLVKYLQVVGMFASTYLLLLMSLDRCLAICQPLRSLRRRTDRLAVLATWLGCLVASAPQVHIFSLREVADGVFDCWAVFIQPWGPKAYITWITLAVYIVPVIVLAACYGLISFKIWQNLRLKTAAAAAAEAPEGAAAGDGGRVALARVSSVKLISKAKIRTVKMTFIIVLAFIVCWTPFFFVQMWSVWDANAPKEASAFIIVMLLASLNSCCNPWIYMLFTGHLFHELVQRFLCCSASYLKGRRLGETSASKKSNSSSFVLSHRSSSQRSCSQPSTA
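System: human OTR in CHO cells; Also added: sub-maximal oxytocin, roughly EC15; Timing: compound 6 min at room temperature before oxytocin, 100 s read; Technique: Fluo-8 intracellular calcium fluorescence, ex 470-495, em 515-575 nm; Controls: oxytocin EC15 low and EC100 high; Replication: singlicate.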
M1 antag – antagonists of human M1 muscarinic receptor. inhibition, % at 3 µM. CHO-K1 hM1, Fluo-8 calcium fluorescence, ACh EC80 antagonist. actives 1.3% (n = 360,000);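 active = percent inhibition above its own plate's cutoff, namely the mean of that plate's compound wells plus 3 SD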;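 also: peak over basal fluorescence ratio during 140 s after agonist addition; 0% = ACh EC80 plus DMSO and 100% = DMSO alone without agonist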
M1 PAM – human CHRM1 positive allosteric modulation | P11229 | CHO-K1 hM1, Fluo-8 calcium fluorescence, ACh EC20; 0% = ACh EC20, 100% = maximal ACh | activation, % at 3 µM | actives 0.088% (n = 360,000); in the data active = activation above about 19%, passing the limit was not always enough
* hit, by the source's call; . = not tested or not shown.

No.	Compound	M4 antag	CHO-K1 Ca ag	CHO parental Ca	CHRM4 agonist	CHO-K1 Ca antag
1	COc1ccc(-n2ncc3c(=O)n(CC(=O)NC(C)C)cnc32)cc1	-16	0.2	-6	0	7
2	FC(F)(F)c1cccc(-c2nnc(-c3ccccc3)c(N3CCOCC3)n2)c1	4	-0.5	-33	-2	-11
3	CCCn1c(=O)c2ccccc2n2c(SCC(=O)N3CCc4ccccc4C3)nnc12	-6	-0.8	-21	-3	-7
4	COc1ccc([N+](=O)[O-])cc1NCc1ccccc1C	-4	-0.4	-10	-2	-16
5	CC(C)(Oc1ccc(Cl)cc1)C(=O)NCCCn1ccnc1	-5	1.5	-6	3	-21
6	O=C(CCCOc1ccc(Cl)cc1Cl)N/N=C/c1ccccc1O	5	2.3	-13	2	-7
7	Cc1ccc(C(=O)COC(=O)CN2C(=O)C3CC=CCC3C2=O)cc1C (stereo not given)	-11	2.0	.	6	4
8	Cc1cc(C)n(S(=O)(=O)c2ccc(Cl)cc2)n1	4	0.4	-9	0	7

No.	CHRM1 agonist	OXTR potentiate	M1 antag	M1 PAM
1	3	-1	-16	22
2	-3	8	-14	5
3	-7	0	3	0
4	-13	-5	-1	-6
5	-11	-1	-16	5
6	-7	-8	-12	10
7	-2	.	-16	10
8	-4	-4	-2	1

(listing goes on)
No.	Compound	M4 antag	CHO-K1 Ca ag	CHO parental Ca	CHRM4 agonist	CHO-K1 Ca antag
9	OCC1=C[C@@H](O)[C@@H]2C=CO[C@@H](O[C@@H]3O[C@H](CO)[C@@H](O)[C@H](O)[C@H]3O)[C@H]12	4	0.6	-16	1	-19
10	COc1ccccc1CNC(=O)CCNS(=O)(=O)c1cccc2nonc12	-3	1.7	-5	4	-19
11	CN(C)CC(C)(C)CNCc1cc(=O)oc2ccc3ccccc3c12	-15	1.1	3	1	-18
12	CCOCCCNC(=O)CCSc1ccc(C)cc1	-4	-0.3	-1	0	7
13	COc1ccc(C2C(C(=O)OC(C)C)=C(C)N=c3s/c(=C\c4cccs4)c(=O)n32)cc1 (stereo not given)	9	0.0	-3	0	-8
14	Clc1ccc(-c2nc3ccc(Cl)cn3c2Cc2ccccc2)cc1	-7	1.1	.	-1	-11
15	C=CCn1c(-c2cccs2)nc2ccccc21	-2	2.1	-7	0	2
16	CCOC1=C2[C@@H](CN(S(=O)(=O)c3ccc(C)cc3)[C@H]2c2ccccc2Cl)[C@H]2C(=O)N(C)C(=O)[C@H]2C1	1	0.2	.	0	9

No.	CHRM1 agonist	OXTR potentiate	M1 antag	M1 PAM
9	7	3	-2	18
10	-4	1	-10	7
11	-11	-16	-18	10
12	-3	-1	-4	7
13	-5	-22	-5	-1
14	-7	.	-15	5
15	-4	-11	-16	7
16	-9	.	-5	4

(listing goes on)
No.	Compound	M4 antag	CHO-K1 Ca ag	CHO parental Ca	CHRM4 agonist	CHO-K1 Ca antag
17	CSc1nc2ccc(S(=O)(=O)N3CCc4ccccc43)cc2s1	-7	1.7	0	2	-11
18	COC(=O)c1c(C)[nH]c(C(=O)CSc2nnnn2-c2ccccc2)c1C	5	0.0	-1	0	9
19	Cc1ccc(-n2c(SCC(=O)OC(C)C)nnc2-c2ccccn2)cc1	13	0.3	-3	0	19
20	CCN1CCN(c2cc(C)c3cc(NC(=O)CCC(=O)Nc4ccc(OC)c(OC)c4)ccc3n2)CC1	5	-0.6	2	0	14
21	COc1ccccc1OCCCC(=O)Nc1nnc(C2CCCO2)s1 (stereo not given)	-2	0.9	-22	1	-6
22	Cc1ccccc1NC(=O)N1CCc2ccccc2C1	-8	0.9	-4	1	-24
23	CCN(CC)S(=O)(=O)c1cccc(C(=O)Oc2cccc(NC(=O)c3cccs3)c2)c1	5	2.0	-12	5	-3
24	O=S(=O)(NCc1cc(-c2ccccc2Cl)no1)c1ccc(Cl)cc1	-2	0.6	-4	1	4

No.	CHRM1 agonist	OXTR potentiate	M1 antag	M1 PAM
17	-5	-6	-2	2
18	-2	-20	-7	5
19	-2	3	-6	14
20	-2	-5	-4	12
21	0	-1	-14	15
22	-1	-1	-12	11
23	-5	-13	18	-12
24	-2	-15	5	4

Arranged by formula weight (rising): some entries from above
No.	Compound	M4 antag	CHO-K1 Ca ag	CHO parental Ca	CHRM4 agonist	CHO-K1 Ca antag
8	Cc1cc(C)n(S(=O)(=O)c2ccc(Cl)cc2)n1	4	0.4	-9	0	7
4	COc1ccc([N+](=O)[O-])cc1NCc1ccccc1C	-4	-0.4	-10	-2	-16
12	CCOCCCNC(=O)CCSc1ccc(C)cc1	-4	-0.3	-1	0	7
11	CN(C)CC(C)(C)CNCc1cc(=O)oc2ccc3ccccc3c12	-15	1.1	3	1	-18
9	OCC1=C[C@@H](O)[C@@H]2C=CO[C@@H](O[C@@H]3O[C@H](CO)[C@@H](O)[C@H](O)[C@H]3O)[C@H]12	4	0.6	-16	1	-19
7	Cc1ccc(C(=O)COC(=O)CN2C(=O)C3CC=CCC3C2=O)cc1C (stereo not given)	-11	2.0	.	6	4
18	COC(=O)c1c(C)[nH]c(C(=O)CSc2nnnn2-c2ccccc2)c1C	5	0.0	-1	0	9
24	O=S(=O)(NCc1cc(-c2ccccc2Cl)no1)c1ccc(Cl)cc1	-2	0.6	-4	1	4
2	FC(F)(F)c1cccc(-c2nnc(-c3ccccc3)c(N3CCOCC3)n2)c1	4	-0.5	-33	-2	-11
10	COc1ccccc1CNC(=O)CCNS(=O)(=O)c1cccc2nonc12	-3	1.7	-5	4	-19

No.	CHRM1 agonist	OXTR potentiate	M1 antag	M1 PAM
8	-4	-4	-2	1
4	-13	-5	-1	-6
12	-3	-1	-4	7
11	-11	-16	-18	10
9	7	3	-2	18
7	-2	.	-16	10
18	-2	-20	-7	5
24	-2	-15	5	4
2	-3	8	-14	5
10	-4	1	-10	7

No.	Compound	M4 antag	CHO-K1 Ca ag	CHO parental Ca	CHRM4 agonist	CHO-K1 Ca antag
23	CCN(CC)S(=O)(=O)c1cccc(C(=O)Oc2cccc(NC(=O)c3cccs3)c2)c1	5	2.0	-12	5	-3
16	CCOC1=C2[C@@H](CN(S(=O)(=O)c3ccc(C)cc3)[C@H]2c2ccccc2Cl)[C@H]2C(=O)N(C)C(=O)[C@H]2C1	1	0.2	.	0	9

No.	CHRM1 agonist	OXTR potentiate	M1 antag	M1 PAM
23	-5	-13	18	-12
16	-9	.	-5	4

(list continues)
No.	Compound	M4 antag	CHO-K1 Ca ag	CHO parental Ca	CHRM4 agonist	CHO-K1 Ca antag
25	O=C1CCN(S(=O)(=O)c2ccccc2)C2CCCCC12 (stereo not given)	-6	0.5	-1	1	3
26	Cc1c(NC(=O)c2nn(C)c(=O)c3ccccc23)c(=O)n(-c2ccccc2)n1C	3	0.5	-5	0	-7
27	CCOC(=O)C(Cc1ccccc1)C(=O)NCc1ccccc1 (stereo not given)	-12	0.2	-18	1	16
28	O=C(c1cccc([N+](=O)[O-])c1)N1CCCC(C(=O)N2CCCCC2)C1 (stereo not given)	-7	0.0	-11	1	-4
29	[N-]=[N+]=NC(c1ccccc1)C(NC(=O)c1cc(C(F)(F)F)cc(C(F)(F)F)c1)c1ccccc1 (stereo not given)	31*	4.0	.	18	5
30	Cc1cc2c(C)nc(N/N=C/c3ccccc3)nc2o1	-2	0.5	-8	1	-4
31	O=C(c1cc(-c2ccco2)on1)N1CCCc2ccccc21	2	0.4	-15	0	-1
32	CCCC(=O)O/N=C(\c1ccccc1)c1ccncc1	-5	0.2	0	1	-4

No.	CHRM1 agonist	OXTR potentiate	M1 antag	M1 PAM
25	-4	-7	-3	1
26	-4	-9	0	2
27	1	5	-7	14
28	-7	-8	-3	-2
29	.	.	.	.
30	-2	-2	-17	14
31	-3	-6	-1	4
32	-2	-9	-6	1

(more compounds)
No.	Compound	M4 antag	CHO-K1 Ca ag	CHO parental Ca	CHRM4 agonist	CHO-K1 Ca antag
33	COC(=O)c1ccc(N2CCCCC2)c(NS(=O)(=O)c2ccc(C)cc2)c1	10	0.7	-2	-2	-9
34	CN(C)S(=O)(=O)c1ccc(N2CCCC2)c(C(=O)OCC(=O)N2CCN(c3ccccc3)CC2)c1	-19	0.1	-12	1	-3
35	C/C(Cn1nnc([N+](=O)[O-])n1)=N\NC(=O)c1ccc(C)cc1	2	0.3	-2	1	-7
36	Clc1ccc(NCn2cncn2)nc1	4	0.3	0	1	1
37	O=C1NC2(CCCCCC2)C(=O)N1Cc1c(F)cccc1Cl	31*	0.4	-10	2	-8
38	O=C(Nc1cccnc1)Nc1cccc(F)c1	-9	6.2	-5	9	5
39	Cc1ncc2c(c1OC(=O)c1ccccc1)COC(C)(C)OC2	-11	-0.1	-8	0	-4
40	O=c1c2ccccc2nc2n1CCc1c-2[nH]c2ccccc12	-10	0.5	-1	4	4

No.	CHRM1 agonist	OXTR potentiate	M1 antag	M1 PAM
33	-7	-9	8	-6
34	-3	-3	-13	14
35	-6	-1	2	-1
36	-2	-3	-11	-1
37	-7	3	1	0
38	5	-7	-3	1
39	-4	-3	-5	5
40	-6	1	-28	4

Next section
No.	Compound	M4 antag	CHO-K1 Ca ag	CHO parental Ca	CHRM4 agonist	CHO-K1 Ca antag
41	Cc1c(C(=O)O)oc2ccc(S(=O)(=O)NCc3ccc(F)cc3)cc12	2	0.1	-4	0	7
42	COc1ccc(CN2CCN(CC3CC3)CC2CCO)cc1C (stereo not given)	-8	1.1	4	0	-18
43	COc1ccc(CNCc2cccc(Cl)c2)cc1	-20	1.9	-10	4	-12
44	CN(CC(=O)Nc1ccc(Cl)cc1)CC(=O)Nc1sc2c(c1C(N)=O)CCC2	-2	1.7	.	2	-14
45	CCOc1ccc(-n2cc(-c3ccccc3)c3c(=S)nc[nH]c32)cc1	-4	0.4	-8	3	-10
46	O=C(NCc1ccccn1)C1CCN(S(=O)(=O)c2ccccc2)CC1	-5	0.8	6	1	-8
47	O=C(c1ccc(F)cc1)c1cccc(C(=O)c2ccc(F)cc2)n1	2	0.0	.	0	-12
48	CCCn1c(N)c(C(=O)CSc2nc(C)cs2)c(=O)n(C)c1=O	2	3.2	-3	9	-4

No.	CHRM1 agonist	OXTR potentiate	M1 antag	M1 PAM
41	-2	-6	18	-7
42	-8	-6	-15	10
43	-8	1	-6	-3
44	-6	.	0	-10
45	0	-10	2	4
46	-4	-6	-13	9
47	-2	.	-24	10
48	3	-13	-7	11

Following part.
No.	Compound	M4 antag	CHO-K1 Ca ag	CHO parental Ca	CHRM4 agonist	CHO-K1 Ca antag
49	COc1ccc(NC2=NCC(Cc3ccc(Br)cc3)S2)cc1 (stereo not given)	29*	9.3	-3	7	-4
50	CC(=O)Nc1ccc(NC(=O)C2CC(=O)N(c3ccccc3Cl)C2)cc1 (stereo not given)	2	0.9	7	0	-11
51	CCc1ccc(N(CC(=O)NCc2ccc3c(c2)OCO3)C(=O)c2csnn2)cc1	-9	0.6	-12	1	-3
52	Cn1c(N2CCCCC2)nc2c1c(=O)[nH]c(=O)n2C	7	-0.2	1	0	9
53	COC(=O)CCC(=O)NC1CC(C)(C)Cc2c1cnn2-c1ccc(F)cc1 (stereo not given)	6	-0.2	-7	0	-5

No.	CHRM1 agonist	OXTR potentiate	M1 antag	M1 PAM
49	-10	-13	79*	-26
50	-6	-3	4	2
51	-3	-8	-9	5
52	-7	0	-6	4
53	-3	5	-5	5

Not a hit list; about 2.9% have a hit in one of these screens.
